# Screens deposited in PubChem BioAssay by several laboratories.
# DAGLB inhibitor – blocks human DAGLB lipase activity; 340,000 tested, 0.059% active; AID 504411; HEK293T DAGLB membrane lysate, EnzChek fluorogenic substrate; Q8NCG7; inhibition, % at 5.17 µM; in the data active = inhibition above about 34%;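 note: 0% = enzyme with vehicle and 100% = wells lacking enzyme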
# Arrestin-AP2 inh – blocks beta-arrestin peptide binding to AP2 adaptin. inhibition, % at 10 µM. AID 504490. FITC-arrestin peptide / GST-AP2 beads, flow cytometry; AP2 beta2 appendage carries R879A mutation. 340,000 tested, 0.31% active;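 active = inhibition above a set limit, near 3 SD of compounds lacking own fluorescence, cut at about 54% in these data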;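 note: plate controls were DMSO wells for no effect and 5 µM unlabelled arrestin peptide for full effect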
#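 Material – AP2 appendage R879A on GSH beads · Buffer or medium – PBS with 0.05% Tween 20 and 0.1% BSA · Probe or stimulus – fluorescein-tagged arrestin peptide at 50 nM final · Incubation – compound with beads 12 min RT, then probe 1 h RT · Detection – high-throughput flow cytometry of beads, ex 488, em 535 nm · Evaluation – percent response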
# OPRM1-OPRD1 ag – agonists of human mu-delta opioid receptor heterodimerization; 340,000 tested, 0.3% active; AID 504326; P35372+P41143; activation, % at 9.3 µM; cells, OPRM1-OPRD1 heterodimerization, luminescence; in the data active = activation above about 18%;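 note: 0% = vehicle-treated cells and 100% = reference agonist; values of inactives mirror those of a sister screen read the other way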
# V-ATPase pHluor – alters yeast V-ATPase proton transport. response, % at 10 µM. S. cerevisiae, pHLuorin cytosolic pH fluorescence. 350,000 tested, 0.37% active; in the data active = response mostly above about 7.3%, no sharp cut-off; inactive = mostly below about 5.4%; note: actives read high; inactives centre near 0; some compounds called inactive have numbers as strong as hits; reference of the scale not given here
# Pemphigus Ab inh – inhibitors of pemphigus antibody binding to human desmoglein-3; P32926; DSG3-coupled beads, scFv-anti-DSG3-GFP binding, flow cytometry; hits give low values; binding (percent of control), % at 10 µM; 310,000 tested, 0.48% active;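 active = binding more than 3 SD below its plate's average and above zero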;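 note: hits lower antibody fragment binding to DSG3; some compounds called inactive have numbers as strong as hits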
# HTR5A inv ag – counter-screen for OPRM1-OPRD1 inverse agonists: human HTR5A inverse agonism; inhibition, % at 9.3 µM; AID 504634; 340,000 tested, 0.083% active; P47898; HTR5A cell line, luminescence; in the data active = inhibition mostly above about 23%, no sharp cut-off; inactive = mostly below about 18%;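 note: 0% = cells with DMSO and 100% = no-cell wells with DMSO; some compounds called inactive have numbers as strong as hits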
# Target sequence (P47898 whole entry, looked up): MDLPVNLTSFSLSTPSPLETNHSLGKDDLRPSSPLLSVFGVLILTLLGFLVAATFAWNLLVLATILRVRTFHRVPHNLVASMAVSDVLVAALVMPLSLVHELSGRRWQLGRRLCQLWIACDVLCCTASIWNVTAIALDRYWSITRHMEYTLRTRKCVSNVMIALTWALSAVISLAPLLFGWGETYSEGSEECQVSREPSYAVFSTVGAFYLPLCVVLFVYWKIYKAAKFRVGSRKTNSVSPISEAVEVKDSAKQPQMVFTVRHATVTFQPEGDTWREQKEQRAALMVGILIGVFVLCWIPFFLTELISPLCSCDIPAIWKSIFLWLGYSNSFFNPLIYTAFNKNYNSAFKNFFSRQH
# PKA-R1A activ – activates the PKA-R1A holoenzyme complex. P00514+P68181. PKA-R1A dissociation, Cy5-IP20 fluorescence polarization; scaled: DMSO 0%, 113 µM cGMP 100%. activation, % at 11.4 µM. 340,000 tested, 0.083% active. AID 504707;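 active = percent activation above the mean of all tested compounds plus 3 SD, cut at about 19% in these data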;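 note: higher means more PKAc released from R1A so a rise in polarization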
# MOR-DOR inv ag – mu-delta opioid heterodimer inverse agonism | 340,000 tested, 0.21% active | inhibition, % at 9.3 µM | P35372+P41143 | cell-based MOR-DOR heterodimer luminescence; in the data active = inhibition above about 22%, passing the limit was not always enough;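 note: 0% = cells with DMSO and 100% = wells without cells with DMSO; values of inactives mirror those of a sister screen read the other way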
# HTR5A ag ctr – counter-screen for OPRM1-OPRD1 agonists: human HTR5A agonism; P47898; activation, % at 9.3 µM; 340,000 tested, 0.61% active; HTR5A agonist assay, luminescence, cell-based; in the data active = activation mostly above about 9.5%, no sharp cut-off; inactive = mostly below about 7.6%;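 note: 0% = cells with vehicle only and 100% = reference agonist; strong numbers were not always called active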
# PKA-R2B activ – activators of human PKA-R2B complex | 340,000 tested, 0.079% active | P22694+P31323 | AID 504700 | PKA-R2B holoenzyme dissociation, Cy5-IP20 fluorescence polarization; R2B truncated from residue 108, S112A mutant; 0% DMSO only, 100% 113 µM cGMP | activation, % at 11.4 µM;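 active = activation above a cutoff set at the mean over all compounds plus 3 SD, cut at about 18% in these data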;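 note: higher means more holoenzyme dissociation and a rise in polarization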
# Target sequence (P31323 whole entry, looked up, other chains not shown, the tested form may be a part): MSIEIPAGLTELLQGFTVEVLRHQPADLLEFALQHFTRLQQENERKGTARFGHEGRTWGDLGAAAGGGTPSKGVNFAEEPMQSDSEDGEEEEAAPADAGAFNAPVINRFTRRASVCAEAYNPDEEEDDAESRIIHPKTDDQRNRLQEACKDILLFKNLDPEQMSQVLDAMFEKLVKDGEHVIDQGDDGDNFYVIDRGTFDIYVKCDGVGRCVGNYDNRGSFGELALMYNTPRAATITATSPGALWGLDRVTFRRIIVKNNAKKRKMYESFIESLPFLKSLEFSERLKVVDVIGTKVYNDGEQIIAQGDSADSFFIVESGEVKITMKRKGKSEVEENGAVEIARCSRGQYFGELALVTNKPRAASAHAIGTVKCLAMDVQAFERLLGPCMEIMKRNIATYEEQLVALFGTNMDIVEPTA
# * hit, by the source's call; . = no result given.
SMILES,DAGLB inhibitor,Arrestin-AP2 inh,OPRM1-OPRD1 ag,V-ATPase pHluor,Pemphigus Ab inh,HTR5A inv ag,PKA-R1A activ,MOR-DOR inv ag,HTR5A ag ctr,PKA-R2B activ
CCC(CC)N1CCN(C(=O)c2cc(OC)c(OC)c(OC)c2)CC1,-1,44,-1.3,8,112,-3,-5,7,1,3
CCCCCC1C(=O)CCC1CC(=O)OC (stereo not drawn),-3,-6,-1.1,0,.,4,3,6,1,-5
Cc1ccc(SCC(=O)OCC(=O)NC2(C#N)CCCCC2)cc1,-1,16,-2.1,-2,99,4,-8,11,-2,-12
N=c1c2ccccc2nc2n1CCCCC2,-4,.,.,4,106,.,-13,.,.,4
O=C(Oc1oc(-c2ccco2)nc1C=Nc1ccccc1)c1ccco1,1,-13,-3.7,4,.,22,3,15,1,-4
COc1ccc(C2/C(=C(/O)c3ccccc3)C(=O)C(=O)N2c2ncccn2)cc1OC (stereo not drawn),-4,33,-2.8,-3,99,18,-4,17,-7,-8
COc1ccccc1C(=O)N1CCN(c2cccc(C(F)(F)F)c2)CC1,2,7,-0.6,4,102,6,10,4,-2,8
O=C(NCc1ccccn1)C(C(=O)c1cccc([N+](=O)[O-])c1)n1cc(Cl)ccc1=O (stereo not drawn),-2,11,-2.7,2,99,10,4,14,4,3
Cc1cccc(OCC(=O)Nc2ccc3oc(=O)ccc3c2)c1,-2,-3,0.7,-2,107,-10,8,-5,-1,-4
CCCC1=NN(C(=O)C(=O)Nc2ccc(Br)cc2)C(O)(C(F)(F)F)C1 (stereo not drawn),13,-7,3.5,-2,102,20,-13,-18,-1,-6
COc1ccc(C(=O)N(C)C(C)c2ccon2)cc1OC1CCN(C(C)C)CC1 (stereo not drawn),0,-3,0.0,-1,104,4,7,0,1,6
Cc1cc(-c2nnc(SCC(=O)Nc3nc(-c4ccc(Cl)cc4)cs3)o2)no1,9,-22,0.1,3,101,-14,-8,0,5,-8
CCOC(=O)N1CCC(NC(=O)C2CCC(Cn3c(=O)[nH]c4ccccc4c3=O)CC2)CC1 (stereo not drawn),-4,-13,-2.4,0,91,-27,-5,14,9,-4
CCOC(=O)N1CCN(C(=O)CN(c2cccc(C)c2)S(=O)(=O)c2ccc(C)cc2)CC1,-2,-7,-2.9,-1,97,23,0,16,-1,-2
COc1ccc(S(=O)(=O)N2CCN(CC(=O)Nc3c(C)n[nH]c3C)CC2)cc1OC,-3,15,-1.8,-5,.,-4,0,9,1,8
CC(Sc1nnc(CC(=O)Nc2ccccc2F)n1C)C(=O)Nc1nccs1 (stereo not drawn),0,-5,-3.6,1,110,13,-6,19,-5,1
COc1ccc2oc(=O)c(C(C)=O)cc2c1,-3,10,0.4,4,102,-6,-6,-2,6,4
Cc1ccc(C(=O)Nn2cnc3ccccc3c2=O)cc1C,-1,-8,-2.2,-1,104,-27,-7,10,7,-4
Cc1ncc([N+](=O)[O-])n1CCOC(=O)NC(NCc1ccccc1)C(Cl)(Cl)Cl (stereo not drawn),2,3,-1.1,-1,110,-8,-12,6,-3,-8
O=C(c1ccco1)N1CCN(CC(O)COc2ccc3oc4ccccc4c3c2)CC1 (stereo not drawn),-2,2,-0.5,0,132,-4,-3,2,6,15
CCc1nn(CC(=O)NCCCN(C)Cc2ccccc2)c(=O)c2cc3sc(C)cc3n12,3,-1,-0.7,5,74,25,-5,4,-5,-6
Cc1ccc(NC(=O)Cc2nnc(SCC(=O)Nc3nncs3)n2C)cc1,2,-7,1.1,-5,111,0,0,-8,0,-3
CCCCNC(=S)N/N=C/C1=CCC2CC1C2(C)C (stereo not drawn),-6,1,8.8,-1,101,-12,-7,-46,1,-13
Cc1ccc(C(O)CN2C3=NCCCN3c3ccccc32)cc1 (stereo not drawn),2,22,-3.4,-1,125,-2,4,16,7,-5
CC1=C(C(=O)OCCBr)C(c2cccc3ccccc23)NC(=O)N1 (stereo not drawn),2,-5,-2.0,0,88,-18,3,10,5,-15
CCOC(=O)C1=C(O)CSC1=Nc1cccc(Cl)c1,0,-15,-1.9,14,.,-1,5,8,2,-15
COc1ccc(CCNC(=O)Cn2c(=O)c3cccn3c3cccnc32)c(OC)c1OC,-1,-39,-2.3,2,106,-2,-12,11,0,-12
CCOC(=O)Cc1cc(=O)[nH]c(=O)[nH]1,1,-1,-0.7,-3,98,-7,-9,5,3,-3
Cc1cccc(NC(=O)c2nc[nH]c2C(=O)Nc2cccc(C)c2)c1,-3,-3,-0.2,-4,105,-2,-5,1,1,-2
CCCNC(=O)CC(NS(=O)(=O)c1ccc(NC(C)=O)cc1)C(C)C (stereo not drawn),-2,6,-0.6,3,102,-15,-5,3,6,8
CSc1ccc(CN(C)C(=O)C(Cc2ccccc2)NC(=O)c2ccccc2)cc1 (stereo not drawn),1,36,1.8,2,113,-16,-2,-10,4,-1
O=C(Nc1ccn(CCCNCCc2ccccn2)c(=O)n1)OCc1ccccc1,2,.,.,3,107,.,-7,.,.,-3
COc1ccc(C2CCCN2C(=S)Nc2cccc(Cl)c2C)cc1OC (stereo not drawn),0,43,0.4,-4,100,-19,0,-2,7,-3
CCN1C(=O)/C(=C2/C=Cc3ccccc3N2CC)SC1=S,25,1,0.1,2,96,15,-5,-1,-1,3
Cc1ccccc1C(=O)NC(=S)Nc1ccc2[nH]c(=O)[nH]c2c1,-1,6,-1.2,-3,86,13,-6,8,-5,-10
COc1ccc2[nH]c3c(c2c1)CCN1C(=O)C(CC(=O)NCC24CC5CC(CC(C5)C2)C4)C[C@H](C(=O)N2CCCCC2)[C@@]31C (stereo partly drawn),-1,-5,-1.0,0,92,11,-4,6,-3,5
CCCN1C2CCCC1CC(NC(=O)c1ccc(Br)cc1)C2 (stereo not drawn),-1,-10,0.8,0,95,-14,0,-4,1,0
Cc1cc2c(C)nc(N/N=C/c3ccccc3)nc2o1,-1,4,-2.7,-3,101,-17,-9,14,3,-13
Cc1ccc(S(=O)(=O)NC(=O)c2cc(C)n(-c3ccc(N(C)C)cc3)c2C)cc1,1,3,0.3,-2,85,0,-11,-2,0,-9
C=CCNCCOc1cccc(Br)c1,0,7,-1.1,-3,131,-16,7,6,-1,-2

# Some of the entries above in a different format:
Structure | DAGLB inhibitor | Arrestin-AP2 inh | OPRM1-OPRD1 ag | V-ATPase pHluor | Pemphigus Ab inh | HTR5A inv ag | PKA-R1A activ | MOR-DOR inv ag | HTR5A ag ctr | PKA-R2B activ
CCOC(=O)C1=C(O)CSC1=Nc1cccc(Cl)c1 | 0 | -15 | -1.9 | 14 | . | -1 | 5 | 8 | 2 | -15
COc1ccc(CCNC(=O)Cn2c(=O)c3cccn3c3cccnc32)c(OC)c1OC | -1 | -39 | -2.3 | 2 | 106 | -2 | -12 | 11 | 0 | -12
CCOC(=O)Cc1cc(=O)[nH]c(=O)[nH]1 | 1 | -1 | -0.7 | -3 | 98 | -7 | -9 | 5 | 3 | -3
Cc1cccc(NC(=O)c2nc[nH]c2C(=O)Nc2cccc(C)c2)c1 | -3 | -3 | -0.2 | -4 | 105 | -2 | -5 | 1 | 1 | -2
CCCNC(=O)CC(NS(=O)(=O)c1ccc(NC(C)=O)cc1)C(C)C (stereo not drawn) | -2 | 6 | -0.6 | 3 | 102 | -15 | -5 | 3 | 6 | 8
CSc1ccc(CN(C)C(=O)C(Cc2ccccc2)NC(=O)c2ccccc2)cc1 (stereo not drawn) | 1 | 36 | 1.8 | 2 | 113 | -16 | -2 | -10 | 4 | -1
O=C(Nc1ccn(CCCNCCc2ccccn2)c(=O)n1)OCc1ccccc1 | 2 | . | . | 3 | 107 | . | -7 | . | . | -3
COc1ccc(C2CCCN2C(=S)Nc2cccc(Cl)c2C)cc1OC (stereo not drawn) | 0 | 43 | 0.4 | -4 | 100 | -19 | 0 | -2 | 7 | -3
CCN1C(=O)/C(=C2/C=Cc3ccccc3N2CC)SC1=S | 25 | 1 | 0.1 | 2 | 96 | 15 | -5 | -1 | -1 | 3
Cc1ccccc1C(=O)NC(=S)Nc1ccc2[nH]c(=O)[nH]c2c1 | -1 | 6 | -1.2 | -3 | 86 | 13 | -6 | 8 | -5 | -10
COc1ccc2[nH]c3c(c2c1)CCN1C(=O)C(CC(=O)NCC24CC5CC(CC(C5)C2)C4)C[C@H](C(=O)N2CCCCC2)[C@@]31C (stereo partly drawn) | -1 | -5 | -1.0 | 0 | 92 | 11 | -4 | 6 | -3 | 5
CCCN1C2CCCC1CC(NC(=O)c1ccc(Br)cc1)C2 (stereo not drawn) | -1 | -10 | 0.8 | 0 | 95 | -14 | 0 | -4 | 1 | 0

# New compounds follow
SMILES,DAGLB inhibitor,Arrestin-AP2 inh,OPRM1-OPRD1 ag,V-ATPase pHluor,Pemphigus Ab inh,HTR5A inv ag,PKA-R1A activ,MOR-DOR inv ag,HTR5A ag ctr,PKA-R2B activ
Cc1ccc(C(=S)N2CCN(Cc3ccccc3)CC2)cc1,-17,-18,6.3,2,101,-2,-15,-36,1,-2
COc1ccc(F)cc1-c1nc(N)nc(N)n1,0,-8,-1.3,0,102,11,-9,7,1,-3
Cc1ccc(CNC(=O)COC(=O)Cn2nc(C)c([N+](=O)[O-])c2C)cc1,2,10,-2.3,1,97,-3,2,11,1,15
COc1ccc(-c2csc(NC(=O)C3CCN(c4ncnc5sc(C)c(C)c45)CC3)n2)cc1OC,3,20,3.4,-1,100,-13,5,-22,-2,8
CCOC(=O)CCP(=O)(O)C(O)c1ccccc1 (stereo not drawn),0,-11,-1.9,-1,107,16,1,8,4,4
COC(=O)COc1nc(C)c(Br)c(OC)n1,-1,2,-1.0,-2,109,-4,-8,5,2,-6
COc1ccc(CC(=O)NNC(=O)[C@@H]2CCCC[C@@H]2C(=O)O)cc1,2,0,-1.9,6,105,5,-8,8,-2,-10
C=CCOC(=O)C1=C(C)N(C)C(=O)NC1c1cc2c(cc1Br)OCO2 (stereo not drawn),1,5,-1.7,-2,104,-10,5,10,-4,-4
O=C(OCC(=O)N1CCc2ccccc2C1)c1cccnc1Cl,0,6,0.1,0,101,-2,-3,-1,1,-7
COc1cc(/C=N/n2c(-c3ccc4c(c3)NC(=O)CO4)csc2=Nc2cccc(C)c2)ccc1O,2,10,-3.5,-3,94,16,-5,19,3,-12
CC(=O)Nc1ccc(NC(=O)CN(C)S(=O)(=O)c2ccc3nc(C)sc3c2)cc1,2,-15,-1.2,0,100,5,-7,6,-2,-6
COc1ccc(CC2(c3ccccc3)NC(=O)NC2=O)cc1 (stereo not drawn),-1,31,-1.4,-6,97,-15,4,6,4,-13
OC(Cc1nc2ccccc2[nH]1)c1ccccc1Cl (stereo not drawn),3,-6,-1.8,2,103,-22,-13,10,0,-6
